# IL1B NFkB pot = enhancers of NFkB p65 translocation in HUVEC – imaging, IL-1B stimulus, high-content imaging, primary screen | HUVEC IL-1B NFkB p65 nuclear translocation imaging | hit rate 0.3% among 94,000 | activation, % at 2 µM;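 active = activation above 40%, about the mean plus 3 SD, also judged a hit on visual image review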;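 note: percent activation is computed from the nuclear over cytoplasmic p65 intensity ratio; values of inactives mirror those of a sister screen read the other way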
# PLAP inhibitors HTS = PLAP enzyme inhibitors, biochemical, luminescence, HTS (AID 690); purified PLAP, luminescent substrate; higher % means a stronger effect; Alkaline phosphatase, placental type (Homo sapiens); inhibition, % at 20 µM, or IC50 in µM where a hit was titrated; hit rate 0.08% among 96,000; in the data active = a potency from the dose series; inactive = the rest, 99 in 100 with inhibition below about 30%; note: strong numbers were not always called active
# Bcl-B TR3 displacers = displacers of TR3 peptide from Bcl-B, primary screen, selectivity assay for Bfl-1 inhibitor project, biochemical, fluorescence polarization; hit rate 0.11% among 96,000; displacement, % at 20 µM; hits with a dose series show IC50 in µM; FP displacement of FITC-TR3 peptide from Bcl-B; higher % means a stronger effect;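 active = displacement above 50% at 20 µM plus a fluorescence interference ratio under 1.5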;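 note: plate controls were wells without compound for no effect and wells lacking Bcl-B protein for full effect; a part of the inactive calls stands beside numbers as strong as those of hits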
# NFkB transloc inh = inhibitors of IL-1B driven NFkB p65 nuclear import, primary screen, imaging, HUVEC, IL-1B stimulus, high-content imaging | hit rate 0.43% among 94,000 | inhibition, % at 2 µM | HUVEC IL-1B NFkB p65 nuclear translocation imaging | AID 796, 2007;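 active = inhibition above about 30% together with a positive call from visual inspection of the well image, limit read from the data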;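 note: nuclear over cytoplasmic p65 intensity ratio measured by imaging; 0% = IL-1B stimulated DMSO wells and 100% = unstimulated DMSO wells; values of inactives mirror those of a sister screen read the other way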
# MRP reversal = reversal of MRP1-mediated doxorubicin resistance, primary screen, H69AR cells, doxorubicin co-treatment; H69AR cells + 2 uM doxorubicin, CellTiter-Glo, 72 h; differential viability (reversal), % at 10 µM; hit rate 0.04% among 85,000;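 active = viability drop by adding the cancer drug above about 55%, with treated viability meeting a 40% cutoff, limit read from the data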;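 note: viability without doxorubicin minus viability with 2 µM doxorubicin for each compound; larger differential means the compound sensitizes cells more to doxorubicin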
# MRP reversal cytotoxicity = recorded beside MRP reversal, whose call it bears; viability, %; H69AR cells, CellTiter-Glo, 72 h; measured here: cytotoxicity without doxorubicin
# MRP reversal with doxorubicin = further read-out of MRP reversal, marked with its call; viability, %; measured here: viability with 2 uM doxorubicin; hits give low values
# NFkB transloc inh cell count 2 µM = also measured in NFkB transloc inh; calls as there; cell count; measured here: cells passing quality filter;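 raw number of nuclei counted in each imaged well without normalization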
# IL1B NFkB pot cell count 2 µM = second read-out of IL1B NFkB pot, no call of its own (marks repeat the call); cell count; measured here: cells passing quality filter
# An asterisk follows results filed as active; . = not tested or not shown. This is a subset; count on the stated rates, not on these rows.
# Second line of a record – IL1B NFkB pot, IL1B NFkB pot cell count 2 µM, PLAP inhibitors HTS, Bcl-B TR3 displacers, NFkB transloc inh, NFkB transloc inh cell count 2 µM, MRP reversal, MRP reversal cytotoxicity, MRP reversal with doxorubicin
COC(=O)c1cc(COC(=O)c2ccc(OC)c(S(=O)(=O)N3CCCC3)c2)oc1C
→ 22, 89, -77%, 6%, -22, 89, -16, 59, 75
Cc1cccc(-c2cc3nc(C)cc(NCCCN(C)C)n3n2)c1
→ 2, 191, -53%, 3%, -2, 191, 9, 83, 74
CCCOCC(O)COc1ccccc1C(=O)N1CCOCC1 (stereo not given)
→ -6, 189, -11%, 2%, 6, 189, ., ., .
COc1ccc(-c2ccc(SCC(=O)N3CCOCC3)nn2)cc1OC
→ 15, 77, -15%, -2%, -15, 77, 1, 87, 86
Cc1ccccc1Cn1nnc(C(=O)Nc2cccc(C)c2C)c1N
→ 36, 139, 14%, -8%, -36, 139, 2, 79, 78
Cc1ccccc1Nc1nc(-c2sc(NC(=O)c3ccco3)nc2C)cs1
→ -5, 187, -26%, 0%, 5, 187, ., ., .
COCc1n[nH]c(=S)n1-c1cccc2ccccc12
→ 4, 74, 0%, -3%, -4, 74, ., ., .
C=CCN(C(=O)CCC(=O)Nc1cc(C)on1)C(C(=O)NC1CCCC1)c1cccnc1 (stereo not given)
→ 7, 157, -41%, 8%, -7, 157, 8, 90, 82
COc1ccc(S(=O)(=O)N(CC(=O)NCC2CCCO2)c2ccc(F)cc2)cc1OC (stereo not given)
→ 2, 171, -7%, -7%, -2, 171, 20, 97, 77
Cc1cc(S(=O)(=O)Nc2cc(C)c(O)c(C)c2)c(C)s1
→ ., ., -7%, 10%, ., ., -2, 89, 92
C=CCSc1nnc(-c2nnc(SCC=C)n2CC)n1CC
→ -9, 142, -12%, 6%, 9, 142, 11, 98, 87
CC(C)n1c(SCC(=O)Nc2nc3ccccc3s2)nc2c1c(=O)n(C)c(=O)n2C
→ -7, 108, ., ., 7, 108, -17, 29, 46
CCCn1c(NCc2ccc3c(c2)OCO3)nc2ccccc21
→ ., ., 20%, -14%, ., ., -7, 95, 103
CC(=O)c1ccc(NC(=O)CSCCO)cc1
→ 14, 158, 8%, 1%, -14, 158, -7, 83, 91
COC(=O)C1CCN(C(=O)c2ccc(NC(C)=O)cc2)CC1
→ -9, 139, -5%, 1%, 9, 139, -3, 98, 100
CCN1CCN(c2nc3ccccc3nc2C(C#N)C(=O)OCc2ccccc2)CC1 (stereo not given)
→ 10, 198, -13%, -12%, -10, 198, -9, 71, 81
O=C(NC1CCSC1=O)c1ccc(Oc2cccc(C(F)(F)F)c2)nc1 (stereo not given)
→ 8, 186, -20%, -6%, -8, 186, ., ., .
CCc1c(C)sc(NC(=O)OC)c1C(=O)N1CCOCC1
→ ., ., 17%, 0%, ., ., 5, 96, 91
CN(c1ccc(OCC(=O)N2CCCCC2)cc1)S(=O)(=O)c1cccs1
→ ., ., -63%, -1%, ., ., 24, 100, 77
CCOC(=O)c1ccc(N2C(=O)CC(N(C)CCc3ccc(OC)c(OC)c3)C2=O)cc1 (stereo not given)
→ -6, 135, -40%, 0%, 6, 135, ., ., .

# Copied from the list.
# IL1B NFkB pot with CCN1CCN(c2nc3ccccc3nc2C(C#N)C(=O)OCc2ccccc2)CC1 (stereo not given) reads 10
# PLAP inhibitors HTS with CCCn1c(NCc2ccc3c(c2)OCO3)nc2ccccc21 reads 20%
# IL1B NFkB pot cell count 2 µM with Cc1ccccc1Cn1nnc(C(=O)Nc2cccc(C)c2C)c1N reads 139
# IL1B NFkB pot cell count 2 µM with CCOC(=O)c1ccc(N2C(=O)CC(N(C)CCc3ccc(OC)c(OC)c3)C2=O)cc1 (stereo not given) reads 135

# In the list so far, these have a halogen.
# Second line of a record – IL1B NFkB pot, IL1B NFkB pot cell count 2 µM, PLAP inhibitors HTS, Bcl-B TR3 displacers, NFkB transloc inh, NFkB transloc inh cell count 2 µM, MRP reversal, MRP reversal cytotoxicity, MRP reversal with doxorubicin
COc1ccc(S(=O)(=O)N(CC(=O)NCC2CCCO2)c2ccc(F)cc2)cc1OC (stereo not given)
→ 2, 171, -7%, -7%, -2, 171, 20, 97, 77
O=C(NC1CCSC1=O)c1ccc(Oc2cccc(C(F)(F)F)c2)nc1 (stereo not given)
→ 8, 186, -20%, -6%, -8, 186, ., ., .

# (next part)
# Second line of a record – IL1B NFkB pot, IL1B NFkB pot cell count 2 µM, PLAP inhibitors HTS, Bcl-B TR3 displacers, NFkB transloc inh, NFkB transloc inh cell count 2 µM, MRP reversal, MRP reversal cytotoxicity, MRP reversal with doxorubicin
COc1ccc(N(C(=O)Cn2nnc(-c3ccc(Cl)cc3)n2)C(C(=O)NCC2CCCO2)c2ccc(C)cc2)cc1 (stereo not given)
→ -5, 119, 6%, 3%, 5, 119, ., ., .
Cc1ccc(NC(=O)NCC(c2cccnc2)N2CCOCC2)cc1 (stereo not given)
→ 30, 78, 14%, -10%, -28, 78, 8, 90, 82
O=C(NCc1ccco1)c1cc2ccc(O)cc2oc1=O
→ -12, 108, -32%, 34%, 12, 108, 6, 69, 63
O=C(CCCc1c[nH]c2ccccc12)NCc1ccc2c(c1)OCO2
→ 16, 148, 16%, 0%, -16, 148, 13, 92, 79
Cn1cc(SCC(=O)Nc2nc3ccccc3s2)c2ccccc21
→ 0, 129, 7%, -2%, 0, 129, 14, 71, 57
O=C(CSc1nnc2ccccn12)c1ccc2c(c1)OCCO2
→ 9, 45, 5%, -1%, -6, 45, 1, 90, 89
Cc1ccc(NC(=O)N2CCC(c3nc4c(nnn4Cc4cccc(Cl)c4)c(=O)[nH]3)CC2)cc1
→ 10, 153, -51%, -10%, -10, 153, 1, 92, 91
COC(=O)CC1=C(C(=O)OC)C(c2cccc(OCC(N)=O)c2)C(C#N)=C(N)O1 (stereo not given)
→ 13, 101, 8%, 17%, -13, 101, -12, 100, 111
CCCn1c(NC(=O)c2ccccc2)nc2ccccc21
→ 36, 184, -23%, -2%, -36, 184, -38, 31, 69
CCN(c1ccc(C)c(C)c1)S(=O)(=O)c1ccc2c(c1)CCN2C(=O)CCC(=O)O
→ 54*, 198*, -54%, -8%, -54, 198, -9, 82, 91
COc1ccccc1N1CCN(C(=O)c2sc3nc(-c4ccc(F)cc4)cn3c2C)CC1
→ ., ., -42%, 0%, ., ., 2, 57, 55
Cc1ccc(Nc2nc3ccccc3o2)cc1F
→ 2, 155, 19%, 14%, -2, 155, ., ., .
COc1ccc(CCNC(=O)c2ccncc2)cc1OC
→ 12, 134, -16%, 2%, -12, 134, -11, 95, 105
O=C(NC(=O)c1cccc(Cl)c1)OC[C@@H]1CCCN2CCCCC12 (stereo not given in full)
→ -1, 173, 14%, -1%, 1, 173, -9, 90, 99
CCc1nnc(NC(=O)C2COc3ccccc3O2)s1 (stereo not given)
→ -18, 115, -15%, -1%, 18, 115, 16, 121, 105
Cc1cccc(NC(=S)NNC(=O)c2ccccc2OC(F)F)c1
→ 3, 187, -37%, 2%, -3, 187, ., ., .
O=C(NCc1cn2ccccc2n1)c1ccco1
→ 15, 181, -34%, 5%, -15, 181, 15, 97, 82
COC(=O)c1cccc(NC(=O)c2ccc(S(=O)(=O)N3CCN(C)CC3)cc2)c1
→ -3, 198, -50%, -17%, 3, 198, 9, 90, 82
Clc1ccc2[nH]cc(-c3nnnn3-c3ccc4ccccc4c3)c2c1
→ -14, 160, 8%, -2%, 14, 160, ., ., .
O=C1/C(=C/c2cccc(F)c2)CSc2sccc21
→ 16, 142, 4%, -8%, -16, 142, 21, 92, 72
O=C(CN1C(=O)c2cccc3cccc(c23)C1=O)N1CCCCCC1
→ -8, 150, 3%, -2%, 8, 150, ., ., .
CC(C)Oc1ccc2c3c(c(=O)oc2c1)CCC3
→ 7, 152, -8%, 2%, -7, 152, -1, 93, 94
CC(=O)/C(=C\Nc1ccc(OCc2ccccc2)cc1)c1ccccc1
→ -20, 138, 10%, -2%, 20, 138, ., ., .
COc1nc(OC)nc(N2CCC(NC(=O)C(Cc3ccc(C(C)C)cc3)NC(C)=O)CC2)n1 (stereo not given)
→ 32, 129, -40%, -2%, -32, 129, -9, 50, 59
O=C(NCc1ccco1)c1nn2c(C(F)(F)F)cc(-c3cccs3)nc2c1Br
→ -1, 145, -69%, 0%, 1, 145, -27, 32, 60
CCOC(=O)N1CCN(C(=O)C(C)N(c2ccc(Oc3ccccc3)cc2)S(C)(=O)=O)CC1 (stereo not given)
→ ., ., -3%, -8%, ., ., 10, 34, 23
CCC(=O)OCCCCCCOc1ccc(C(=O)O)cc1
→ ., ., -8%, 0%, ., ., ., ., .
CCCC(=O)Nc1sc2c(c1C#N)CCCCC2
→ 1, 104, ., ., -1, 104, 19, 99, 80
COc1ccc(NCc2nnc(SCC(=O)Nc3cc(C)cc(C)c3)o2)cc1
→ 7, 156, -6%, -7%, -7, 156, 9, 88, 79
CC(C)(C)n1nnnc1C(c1cc2cc3c(cc2[nH]c1=O)OCO3)N1CCN(c2ccccc2)CC1 (stereo not given)
→ -10, 177, -4%, 10%, 10, 177, 7, 96, 89
O=C(CCCC(=O)N(CC(=O)NC1CCCC1)C1CCCC1)Nc1ccccn1
→ 10, 192, -49%, 6%, -10, 192, -7, 92, 99
CCOC(=O)c1c(C)n(C)c2ccc(OC(=O)c3ccco3)cc12
→ -12, 154, -2%, -4%, 12, 154, 2, 90, 88
O=C(CCC1CCCCC1)N1CCN(Cc2ccc3c(c2)OCO3)CC1
→ 9, 127, -32%, -1%, -8, 127, 18, 83, 65
CSc1cccc(NC(=O)c2ccco2)c1
→ 6, 172, 19%, 0%, -6, 172, 16, 95, 80
CC(CN1CCCCC1)OC(=O)c1ccc(Cl)cc1 (stereo not given)
→ 1, 185, -16%, -13%, -1, 185, 10, 98, 88
CCn1c(=S)[nH]c2ccccc21
→ -3, 98, -115%, -11%, 3, 98, 10, 98, 88
Cc1ccc(N2C(=O)c3ccc(C(=O)N4CCN(c5ccccc5F)CC4)cc3C2=O)cc1
→ ., ., -24%, 6%, ., ., 12, 97, 85
C=C(C)CSc1nnc(CCNC(=O)OC(C)(C)C)o1
→ 21, 185, -14%, -2%, -21, 185, 6, 101, 95
CC1Cc2ccccc2N1C(=O)c1cc2c(=O)n3ccccc3nc2n1C (stereo not given)
→ ., ., -1%, 1%, ., ., -4, 13, 17
COc1ccc(S(=O)(=O)N(C)CC(=O)Nc2cccc(C(C)=O)c2)cc1Cl
→ -3, 54, -81%, -7%, 3, 54, 12, 87, 75

# Full records, looked up by structure. Screens in order: IL1B NFkB pot, IL1B NFkB pot cell count 2 µM, PLAP inhibitors HTS, Bcl-B TR3 displacers, NFkB transloc inh, NFkB transloc inh cell count 2 µM, MRP reversal, MRP reversal cytotoxicity, MRP reversal with doxorubicin
# Listed for `CCn1c(=S)[nH]c2ccccc21` = -3, 98, -115%, -11%, 3, 98, 10, 98, 88
# Listed for `CCOC(=O)N1CCN(C(=O)C(C)N(c2ccc(Oc3ccccc3)cc2)S(C)(=O)=O)CC1` (stereo not given) = ., ., -3%, -8%, ., ., 10, 34, 23

# Other structures:
# Second line of a record – IL1B NFkB pot, IL1B NFkB pot cell count 2 µM, PLAP inhibitors HTS, Bcl-B TR3 displacers, NFkB transloc inh, NFkB transloc inh cell count 2 µM, MRP reversal, MRP reversal cytotoxicity, MRP reversal with doxorubicin
COc1ccc(NC(=O)CN(C)C(=O)c2ccc(C)s2)cc1
→ -14, 169, -7%, -1%, 14, 169, 14, 93, 79
COc1ccc([N+](=O)[O-])cc1NCc1ccccc1C
→ -1, 175, 49%, -7%, 1, 175, ., ., .
CS(=O)(=O)N(CC(=O)NCc1ccc(Cl)cc1)C1CCCCC1
→ -1, 168, ., ., 1, 168, 23, 111, 88
Cc1ccc2nc(SCC(=O)NCc3ccco3)[nH]c2c1
→ -8, 210, -6%, 10%, 8, 210, ., ., .
Cc1ccc(-n2nnnc2SCC(=O)c2cc(C)n(CC3CCCO3)c2C)cc1 (stereo not given)
→ ., ., 9%, -4%, ., ., -3, 88, 91

# Compound activity: PubChem, several laboratories
